# Screening results as filed in PubChem BioAssay.
# APJ antagonist – antagonists of human apelin receptor APJ, primary screen, CHO-K1 cells, beta-arrestin complementation, luminescence; inhibition, % at 20 µM; P35414; 330,000 compounds, 0.32% hits;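 active means inhibition above about 40% at 20 µM, limit read from the data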;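 further: cells challenged with 10 nM apelin-13 agonist together with compound; plate controls were apelin-13 plus DMSO wells for no effect and DMSO wells lacking apelin-13 for full effect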
# Target sequence (P35414 whole entry, looked up): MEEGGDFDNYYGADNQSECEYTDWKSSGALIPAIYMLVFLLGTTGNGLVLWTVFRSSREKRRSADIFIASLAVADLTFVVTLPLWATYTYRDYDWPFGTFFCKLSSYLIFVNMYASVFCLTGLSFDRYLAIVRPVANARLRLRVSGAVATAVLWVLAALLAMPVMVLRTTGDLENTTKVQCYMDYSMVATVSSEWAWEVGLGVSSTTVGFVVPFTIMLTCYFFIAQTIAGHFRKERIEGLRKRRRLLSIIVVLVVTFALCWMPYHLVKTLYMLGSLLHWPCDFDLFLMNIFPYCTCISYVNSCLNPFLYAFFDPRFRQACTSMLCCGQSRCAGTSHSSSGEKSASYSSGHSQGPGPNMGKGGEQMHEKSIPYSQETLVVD
# NLRP3 yeast inh – NALP3 inflammasome inhibitors in reconstituted yeast, primary screen, luminescence, uHTS; Yeast reconstituted NLRP3/ASC/caspase-1, beta-gal luminescence, 24 h; inhibition, % at 10 µM; 330,000 compounds, 0.39% hits; AID 2825, 2010;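 active means inhibition of 50% or more; inactive means inhibition below 50%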;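 further: plate controls were induced DMSO wells for no effect and uninduced yeast grown without galactose for full effect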
# MIN6 prolif – inducers of MIN6 beta-cell proliferation, primary screen, ATP luminescence, uHTS; AID 2380, 2010; proliferation, % at 10 µM; MIN6 cells proliferation, ATPlite luminescence, 48 h; cells starved in 0.2% serum; 100% = growth in 10% serum; 330,000 compounds, 0.29% hits;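 active means compounds whose signal lies at least 3.5 SD above the mean of all wells on their plate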;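 further: 0% = DMSO-treated cells in low-serum medium and 100% = 10% serum control; some compounds called inactive have numbers as strong as hits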
# APJ agonist – agonists of human apelin receptor APJ, primary screen, CHO-K1 cells, PathHunter beta-arrestin, luminescence; P35414; 0% DMSO wells, 100% apelin; activation, % at 20 µM; 330,000 compounds, 0.11% hits; AID 2520, 2010;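 active means activation more than six SD over the plate average, tested at 20 µM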;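 further: 0% = DMSO alone and 100% = apelin-13 at 10 nM; some results filed as inactive read as strong as hits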
#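 Material: CHO-K1 APJ beta-arrestin complementation cell line; Input: cell density 1000 per well; Incubation: compound stimulation 90 min at 25 °C, detection 60 min; Signal: luminescence from split beta-galactosidase complementation, Galacton Star/Emerald II substrate; Controls: DMSO-only wells as negative, 10 nM Apelin-13 as positive control.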
# GRIN3A LBD mod – binders of NR3A ligand-binding domain, primary screen, biophysical, differential scanning fluorimetry, uHTS. NR3A LBD differential scanning fluorimetry, Tm shift; 0% = protein alone, 100% = glycine-bound protein. Tm shift relative to glycine control, % at 25 µM. 340,000 compounds, 2.5% hits;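 active means melting temperature shift of at least 10% of the positive control shift, at one fixed dose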
# tim10-1 inh – growth inhibitors of tim10-1 mutant yeast, primary screen, luminescence, uHTS; S. cerevisiae tim10-1 ts strain growth, BacTiter-Glo, 24 h; AID 463190, 2010; 330,000 compounds, 2.2% hits; inhibition, % at 20 µM;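 active means inhibition of at least 40%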;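 further: mutant grown at 25 °C; 0% = DMSO wells with yeast and 100% = wells holding no yeast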
# MPTP block – mitochondrial permeability transition pore inhibitors, primary screen, biochemical, isolated mouse mitochondria, absorbance. inhibition, % at 10 µM. Ca2+ swelling absorbance, 30 min. 360,000 compounds, 1.4% hits;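 active means inhibition of 50% or more, scaled per plate between neutral and stimulator controls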;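 further: 0% = DMSO wells given calcium and 100% = 1 mM EGTA wells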
# TIM10 inh – growth inhibitors of isogenic TIM10 control yeast, primary screen, counter-screen for tim10-1 yeast inhibitor project, luminescence, uHTS; AID 463195, 2010; S. cerevisiae TIM10 strain growth, BacTiter-Glo luminescence, 24 h; 330,000 compounds, 1.4% hits; inhibition, % at 10 µM;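 active means inhibition of 40% or more at the single tested concentration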;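 further: wild-type TIM10 isogenic control strain grown at permissive 25 °C; 0% = DMSO yeast wells and 100% = minimal medium wells without yeast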
# tim23-1 inh – growth inhibitors of tim23-1 mutant yeast, primary screen, luminescence, uHTS. inhibition, % at 20 µM. 330,000 compounds, 1.3% hits. S. cerevisiae tim23-1 growth, BacTiter-Glo luminescence, 24 h;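 active means growth inhibition of the mutant yeast at or above 50%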;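 further: temperature-sensitive mutant grown at 25 °C; plate controls were DMSO-treated mutant yeast for no effect and medium wells lacking yeast for full effect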
# * = called active by the depositor; / = no result given.
SMILES	MIN6 prolif	APJ antagonist	GRIN3A LBD mod	MPTP block	TIM10 inh	APJ agonist	tim10-1 inh	NLRP3 yeast inh	tim23-1 inh
O=C(CCNC(=O)c1ccccc1)Nc1nc2ccccc2s1	-2	-7	-4	-0.9	-1	4	-11	-11	-3
COc1ccc(CCNC(=O)CSc2nnnn2Cc2ccc3c(c2)OCO3)cc1OC	-3	12	-2	-0.2	-14	-3	7	-8	-2
Cc1ccc(C(=O)NNc2cc(=O)n(C)c(=O)n2C)cc1C	1	29	-2	1.0	-14	-5	0	34	31
C=Cc1ccc(C2=CC(=O)C[C@H](c3ccc(OC)cc3)C2)cc1	-4	-26	4	-1.1	-8	-3	11	27	31
CCCn1c(SCC(=O)NCc2ccco2)nnc1-c1ccncc1	2	-11	-2	-0.8	-11	1	-5	12	4
CC(NCc1ccncc1)C12CC3CC(CC(C3)C1)C2 (stereo unspecified)	-1	5	-1	-0.1	-24	-4	-43	21	-12
O=S1(=O)CCO[C@H]2Cc3ccccc3[C@H]2N1Cc1ccc(Cl)cc1	-5	16	-11	0.5	22	-1	32	18	40
COC(CNC(=O)c1ccc2c(=O)n(Cc3ccc4c(c3)OCO4)c(=S)[nH]c2c1)OC	1	2	-1	0.2	-7	-1	10	-17	-3
O=C(c1cccc(S(=O)(=O)Nc2ccc(Br)cc2)c1)N1CCCC1	-3	-2	-1	-0.7	12	-9	3	15	5
Cc1onc(-c2ccccc2)c1C(=O)Nc1cccc(S(=O)(=O)NC2=NCCC2)c1	-2	0	0	0.2	3	-3	11	-7	9
CC1(C)CC2CC(C)(CN2c2ncnc3ccc(Br)cc23)C1 (stereo unspecified)	-7	-2	-4	6.1	-4	-2	27	-14	44
Cc1ccccc1C(O)c1ccccn1 (stereo unspecified)	-2	17	1	-2.7	0	-5	10	-10	-4
CSc1ccccc1OCc1cc(C(=O)NCc2csc(C(C)C)n2)no1	1	11	-6	1.5	0	-4	34	46	35
O=C(COC(=O)c1cccnc1Cl)c1ccc(F)cc1	-3	1	0	0.0	3	-2	-19	17	13
Cc1ccc(-c2nc3ncccc3o2)cc1NC(=O)Cc1ccc(Cl)cc1	-3	1	0	0.3	9	-3	9	7	4
CSCCC(NC(=O)COc1ccccc1)C(=O)OC(C)C(=O)Nc1ccccc1C (stereo unspecified)	-1	-40	1	-0.3	3	-4	-1	13	0
CCOC(=O)C1Oc2ccccc2C(c2ccc(F)cc2)=C1C(=O)OC (stereo unspecified)	/	/	-2	-1.6	-17	/	9	/	38
CCOc1ccc(S(=O)(=O)NCC2CCCO2)cc1 (stereo unspecified)	-3	2	-1	-0.8	-7	-5	-10	12	13
CCC(C)NC(=O)CC(NS(=O)(=O)c1ccc(C)cc1)c1ccc(OC)cc1 (stereo unspecified)	0	-1	1	21	-22	-1	-4	-6	12
COC(=O)CC/C(C)=N\Nc1ccc([N+](=O)[O-])cc1[N+](=O)[O-]	-4	13	2	11	0	2	0	28	11
CC1(C)CC(=O)C2=C(C1)N(Cc1ccco1)C(=O)C2(O)C(F)(F)F (stereo unspecified)	-1	3	68*	-1.6	8	-3	10	-6	-2
O=C(Nc1ccc(S(=O)(=O)NC2=NCCCCC2)cc1)c1cccs1	5	-3	-1	-0.5	13	1	-12	-3	7
O=c1ccn(Cc2ccccc2)cc1	5	6	-1	0.3	-8	6	-27	20	-14
Cc1ccc(NC(=O)CCS(=O)(=O)c2ccc(Br)cc2)nc1	0	4	-1	0.5	2	-2	11	19	11
Cc1nc2c(oc3ccc(Cl)cc32)c(=O)[nH]1	-1	19	0	0.2	-4	8	2	7	25
C=CCNc1nnc(SC2CC(=O)N(c3ccc(OC)cc3)C2=O)s1 (stereo unspecified)	-7	-14	1	-1.1	40*	0	67*	15	37
O=C(NCC1CCCN(Cc2ccccc2F)C1)c1cccc(C(F)(F)F)c1 (stereo unspecified)	3	9	3	0.1	0	-4	11	10	18
Nc1cc(N)nc(SCC(=O)Nc2ccccc2)n1	-1	4	2	-3.6	0	2	16	-9	6
Cc1nn(Cc2ccc([N+](=O)[O-])cc2)c(=O)n1-c1c(F)cccc1F	0	13	1	-0.3	8	-3	15	16	10
COc1ccc(-c2csc(NC(=O)c3cccc(N4C(=O)CCC4=O)c3)n2)cc1OC	2	9	1	0.5	5	-2	-9	18	-12
CCN(CC)CCCOC(=O)C1(c2ccccc2)CCCC1	1	10	-1	0.9	-16	0	-25	16	-12
Cc1c(Cl)cccc1NC(=S)NCc1cccn1C	1	13	0	9.5	18	-2	20	-1	10
Cc1ccc(-c2cc3cccc[n+]3cc2-c2ccc(C)cc2)cc1	-5	12	-1	5.2	51*	-1	39	2	38
O=C(c1cc(F)ccc1F)C1CCCN(C(=O)c2ccco2)C1 (stereo unspecified)	-3	9	-1	0.0	1	-2	17	11	-2
C=CCn1cc(CN2CCC(C(=O)Nc3cccc(-c4cccc(F)c4)c3)CC2)c(C)n1	-8	-7	-1	2.0	21	-2	17	14	18
O=C(Cn1ncc2c(=O)oc3ccccc3c21)NCc1cccnc1	-1	-1	2	0.2	4	-4	16	0	-16
O=C(NC1CC2CCCC(C1)N2C(=O)NC1CCCCC1)c1ccccc1 (stereo unspecified)	4	8	2	0.0	-16	5	9	-3	12
O=C(NCC1CCCO1)c1ccc2c(c1)OCO2 (stereo unspecified)	-1	2	1	-3.0	-17	-2	-6	6	-7
Cc1nn(Cc2ccc(C(=O)O)o2)c(C)c1[N+](=O)[O-]	0	9	2	-3.2	4	2	-6	5	3
CCC1CCCCN1C(=O)Cn1c(C(=O)OC)cc2ccsc21 (stereo unspecified)	-3	13	3	0.5	27	-5	14	4	27
CS(=O)(=O)Nc1ccc(C(=O)NC2CCCC2)cc1	0	0	1	3.3	-15	-2	10	8	2
Clc1ccc2c(NCc3cccs3)ncnc2c1	-5	14	-8	5.3	-7	-1	-2	34	47
CCCOc1ccc(-c2cnc(SCC(N)=O)nc2N)cc1	-1	-9	2	1.5	6	-3	18	14	9
O=C1CC(c2ccccc2F)C2=C(COC2=O)N1 (stereo unspecified)	2	17	-2	-0.6	-6	-2	-3	15	5
COc1ccc(CNC(=O)[C@H](C)NC(=O)C2CC(=O)N(c3ccc(OC)cc3)C2)cc1 (stereo partly specified)	2	29	0	-0.3	12	-1	-7	18	-1
CCc1ccc(-c2nn(Cc3ccccc3)cc2/C=C/C(=O)O)cc1	-1	4	0	8.0	12	2	18	12	15
Cc1cccc(C(=O)NC2CCN(C(=O)Nc3ccc(F)cc3)CC2)c1	0	20	-1	-0.5	-12	0	-5	12	8
Cc1c(C(=O)N2CCC2)oc2c(F)cccc12	1	1	3	1.8	2	-4	13	10	12
COc1ccccc1/C=C1\SC(=S)N(N2C(=O)CCCC2=O)C1=O	-3	23	-5	-1.7	0	-3	-46	29	20
Cc1ccc(-c2cc(-c3ccccc3O)nc(N/N=C/c3cccnc3)n2)cc1	-2	-22	-14	4.4	20	5	9	1	14

# The listing continues:
SMILES	MIN6 prolif	APJ antagonist	GRIN3A LBD mod	MPTP block	TIM10 inh	APJ agonist	tim10-1 inh	NLRP3 yeast inh	tim23-1 inh
Cc1cccc(NC(=O)c2cnn3ccccc23)c1C	-3	4	-1	1.2	10	-2	8	31	-4
Cc1onc(-c2c(F)cccc2Cl)c1C(=O)OCC(=O)NC1CC1	-3	1	-5	-0.4	-8	-2	-10	6	-10
C=CCN=C1CCCc2c1[nH]c1ccc(C)cc21	-1	-5	-2	1.5	13	-2	-6	22	3
CCSc1nc(NCCN(C)C)c2c3c(sc2n1)COC(C)(CC)C3 (stereo unspecified)	-4	13	0	-1.4	6	-2	-5	3	-3
CCN1C[C@@H]2[C@@H]3C(=O)N(Cc4ccccc4)C(=O)[C@@H]3[C@](Cc3ccccc3)(C(=O)OC)N2C1=NC1CCCCC1	/	/	-1	0.6	7	/	5	/	27
CCNS(=O)(=O)c1cc(S(C)(=O)=O)ccc1Cl	-2	-4	1	-1.1	-4	3	-8	7	13
CCN(CC)C1CC(=O)N(c2cccc(C)c2)C1=O (stereo unspecified)	-7	17	/	/	30	-4	59*	22	54*
COc1cccc(NC(=O)CSc2nnc(-c3cc(-c4ccccn4)nc4ccccc34)o2)c1	-2	23	-7	-2.3	-7	1	-4	16	-5
Cc1nn(C(=O)CNC(=O)c2ccccc2)c(C)c1C	2	-17	-1	-1.0	-21	-2	10	-7	9
Cc1cc(C)cc(C(=O)NCC(=O)N2CCN(C(c3ccccc3)c3ccccc3)CC2)c1	-4	-4	1	-3.5	18	-2	9	-1	1

# 4 of the compounds above, with each value named:
molecule: O=C(NC1CC2CCCC(C1)N2C(=O)NC1CCCCC1)c1ccccc1 (stereo unspecified)
  MIN6 prolif: 4	APJ antagonist: 8	GRIN3A LBD mod: 2	MPTP block: 0.0	TIM10 inh: -16	APJ agonist: 5	tim10-1 inh: 9	NLRP3 yeast inh: -3	tim23-1 inh: 12

molecule: O=C(NCC1CCCO1)c1ccc2c(c1)OCO2 (stereo unspecified)
  MIN6 prolif: -1	APJ antagonist: 2	GRIN3A LBD mod: 1	MPTP block: -3.0	TIM10 inh: -17	APJ agonist: -2	tim10-1 inh: -6	NLRP3 yeast inh: 6	tim23-1 inh: -7

molecule: Cc1nn(Cc2ccc(C(=O)O)o2)c(C)c1[N+](=O)[O-]
  MIN6 prolif: 0	APJ antagonist: 9	GRIN3A LBD mod: 2	MPTP block: -3.2	TIM10 inh: 4	APJ agonist: 2	tim10-1 inh: -6	NLRP3 yeast inh: 5	tim23-1 inh: 3

molecule: CCC1CCCCN1C(=O)Cn1c(C(=O)OC)cc2ccsc21 (stereo unspecified)
  MIN6 prolif: -3	APJ antagonist: 13	GRIN3A LBD mod: 3	MPTP block: 0.5	TIM10 inh: 27	APJ agonist: -5	tim10-1 inh: 14	NLRP3 yeast inh: 4	tim23-1 inh: 27

# No enrichment for hits; overall some 7.2% were active at least once.
